Screening results (PubChem BioAssay)
M5 PAM: potentiates acetylcholine response at human M5 receptor. P08912. CHO-K1 hM5, Fluo-8 calcium, ACh EC20 PAM; 0% = ACh EC20, 100% = ACh EC100. activation, % at 3 µM. 360,000 compounds, 0.3% hits;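 active means activation above the run cutoff, the mean activation of all test compounds plus 3 SD, cut at about 18% in these data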
Target sequence (P08912 whole entry, looked up): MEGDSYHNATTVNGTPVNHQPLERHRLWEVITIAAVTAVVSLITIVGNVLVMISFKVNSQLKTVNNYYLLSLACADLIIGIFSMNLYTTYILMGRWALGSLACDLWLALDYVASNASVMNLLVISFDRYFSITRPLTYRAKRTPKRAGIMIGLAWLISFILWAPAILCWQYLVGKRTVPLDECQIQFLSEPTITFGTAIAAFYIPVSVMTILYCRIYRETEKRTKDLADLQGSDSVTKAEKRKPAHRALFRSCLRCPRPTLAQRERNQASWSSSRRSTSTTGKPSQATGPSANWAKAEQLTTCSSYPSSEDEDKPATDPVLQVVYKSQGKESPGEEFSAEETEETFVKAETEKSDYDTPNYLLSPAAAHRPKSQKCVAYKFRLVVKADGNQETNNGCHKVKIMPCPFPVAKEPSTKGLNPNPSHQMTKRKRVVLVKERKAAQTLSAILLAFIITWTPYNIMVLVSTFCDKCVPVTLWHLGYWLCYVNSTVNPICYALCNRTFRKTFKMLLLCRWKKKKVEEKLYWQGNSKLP
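Replicates: One well per compound, no replicates | System: Human M5 receptor in CHO-K1 cells | Benchmarks: Low control EC20 acetylcholine (0%), high control EC100 acetylcholine (100%) | Probe or stimulus: Acetylcholine, EC20 level | Times: Fluo-8 loading 80 min at 37 °C plus 30 min room temperature | Signal: Intracellular calcium via Fluo-8 fluorescence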
M4 ag: agonists of human muscarinic M4 receptor (CHRM4). P08173. CHO-K1 hM4/Gqi5, Fluo-8 calcium fluorescence; vehicle 0%, full acetylcholine response 100%. activation, % at 3 µM. 360,000 compounds, 0.14% hits. AID 624127;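 active means activation above the run mean over all test wells plus 3 SD, cut at about 32% in these data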;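 further: peak over basal fluorescence ratio per well then scaled between controls; 0% = DMSO wells and 100% = acetylcholine at EC100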
Target sequence (P08173 whole entry, looked up): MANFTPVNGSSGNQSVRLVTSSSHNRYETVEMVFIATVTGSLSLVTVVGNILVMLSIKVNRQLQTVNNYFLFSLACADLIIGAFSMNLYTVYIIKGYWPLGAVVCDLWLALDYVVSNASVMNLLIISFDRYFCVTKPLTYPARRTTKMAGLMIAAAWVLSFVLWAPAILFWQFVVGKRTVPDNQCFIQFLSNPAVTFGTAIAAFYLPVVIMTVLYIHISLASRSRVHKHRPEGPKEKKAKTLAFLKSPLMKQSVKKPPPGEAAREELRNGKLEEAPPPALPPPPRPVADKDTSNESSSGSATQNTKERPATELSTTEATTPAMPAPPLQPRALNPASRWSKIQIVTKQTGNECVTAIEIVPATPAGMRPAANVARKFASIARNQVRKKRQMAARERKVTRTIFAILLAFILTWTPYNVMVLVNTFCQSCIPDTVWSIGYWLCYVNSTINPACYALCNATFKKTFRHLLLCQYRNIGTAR
CHO-K1 Ca PAM: M1 PAM counterscreen hit in parental CHO-K1 cells; AID 602247; ATP EC20, Fluo-8 calcium fluorescence; 0% at ATP EC20, 100% at ATP max; 360,000 compounds, 0.02% hits; activation, % at 3 µM;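 active means activation above the run cutoff, the mean activation of all test compounds plus 3 SD, cut at about 40% in these data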;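 further: peak over basal fluorescence ratio in a 140 s read after ATP addition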
M4 PAM: potentiates acetylcholine response at human M4 receptor; CHO-K1 hM4/Gqi5, Fluo-8 calcium fluorescence, ACh EC20; 0% = ACh EC20, 100% = maximal ACh; activation, % at 3 µM; AID 624126; 360,000 compounds, 0.4% hits; P08173;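 active means activation above its plate's cutoff, the mean activation of sample wells plus 3 SD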; further: some results filed as inactive read as strong as hits
CHO-K1 Ca antag: nonselective inhibitor or artifact in parental CHO-K1 cells; ATP-induced calcium, Fluo-8 fluorescence; inhibition, % at 3 µM; 360,000 compounds, 0.6% hits; AID 602250;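 active means inhibition above a per-plate cutoff, the plate's mean sample inhibition plus 3 SD, cut at about 24% in these data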;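 further: 0% = DMSO plus EC80 ATP and 100% = DMSO alone without ATP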
CHRM5 antagonist: CHRM5 antagonism in calcium assay; P08912; CHO-hM5 cells, Fluo-8 calcium fluorescence, ACh EC80; inhibition, % at 3 µM; 360,000 compounds, 0.59% hits; AID 624040;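 active means inhibition above a per-plate cutoff, the mean of that plate's test compounds plus 3 SD, cut at about 27% in these data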;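 further: 0% = acetylcholine EC80 with DMSO and 100% = DMSO without agonist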
CHO-K1 Ca ag: counter-screen for M1 agonists: effect in parental CHO-K1 cells; Fluo-8 calcium fluorescence; scaled to maximal ATP response, vehicle zero; activation, % at 3 µM; 360,000 compounds, 0.48% hits; in the data active means activation above about 15%;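 further: untransfected CHO-K1 host cells lacking M1 receptor as counterscreen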
CHRM4 antagonist: CHRM4 antagonism in calcium assay; P08173; CHO-hM4 cells, ACh EC80, Fluo-8 calcium fluorescence; inhibition, % at 3 µM; 360,000 compounds, 0.73% hits; AID 624125;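 active means inhibition above its plate's cutoff, the mean inhibition of sample wells plus 3 SD, cut at about 27% in these data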;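 further: 0% = acetylcholine EC80 with DMSO and 100% = DMSO without agonist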
CHRM5 agonist: agonists of human muscarinic M5 receptor (CHRM5) | 360,000 compounds, 0.19% hits | activation, % at 3 µM | CHO-K1 hM5 cells, Fluo-8 calcium fluorescence; 0% DMSO wells, 100% maximal acetylcholine response | AID 624037 | P08912;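 active means activation above the run's mean over test compounds plus 3 SD, cut at about 23% in these data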;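 further: signal is peak over basal fluorescence ratio across the kinetic read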
An asterisk follows results filed as active.

Start of the data: the first two records, to show the layout:
SMILES	M5 PAM	M4 ag	CHO-K1 Ca PAM	M4 PAM	CHO-K1 Ca antag	CHRM5 antagonist	CHO-K1 Ca ag	CHRM4 antagonist	CHRM5 agonist
CCc1csc(CCNC(=O)C2CCC(=O)N(Cc3ccccc3F)C2)n1 (stereo unspecified)	-9	1	-14	-2	-4	-13	0.5	-13	-5
COc1ccccc1C1C2CCCCC2(O)CCN1CC(=O)Nc1ccccc1 (stereo unspecified)	-4	6	16	-4	-16	5	8.2	1	6

The list itself, repeating the preview:
SMILES	M5 PAM	M4 ag	CHO-K1 Ca PAM	M4 PAM	CHO-K1 Ca antag	CHRM5 antagonist	CHO-K1 Ca ag	CHRM4 antagonist	CHRM5 agonist
CCc1csc(CCNC(=O)C2CCC(=O)N(Cc3ccccc3F)C2)n1 (stereo unspecified)	-9	1	-14	-2	-4	-13	0.5	-13	-5
COc1ccccc1C1C2CCCCC2(O)CCN1CC(=O)Nc1ccccc1 (stereo unspecified)	-4	6	16	-4	-16	5	8.2	1	6
CC(=O)N1CCCc2ccc(NS(=O)(=O)c3ccc(C)c(C)c3)cc21	-4	14	8	8	9	-9	10	-20	5
COc1ccc2[nH]c(C)c(C(=O)CN(C)C)c2c1	-4	2	-2	5	0	-4	0.2	-11	2
Cc1ccc2[nH]cc(S(=O)(=O)c3ccc(C(C)C)cc3)c(=O)c2c1	-5	1	14	-2	-10	5	1.5	11	-2
NS(=O)(=O)c1cccnc1Nc1cccc(C(F)(F)F)c1	-12	5	-4	16	5	6	0.7	-1	0
COc1ccc(-c2n[nH]c(=S)n2-c2ccccc2C)cc1	0	1	6	-2	-9	0	0.2	5	0
CCc1ccc(Nc2n[n+](-c3ccccc3)c(-c3cccc(C)c3)s2)cc1	-3	1	13	-1	-12	3	-0.3	4	-9
COC(=O)NC(NC(=S)Nc1ccccc1OC)C(Cl)(Cl)Cl (stereo unspecified)	4	2	13	0	1	-7	4.7	-10	1
Cc1cccc(OCC(=O)Nc2ccc(C(=O)NCC(C)C)cc2)c1	-4	3	12	-6	-12	9	4.2	2	2
COc1ccccc1CNS(=O)(=O)c1cc2c3c(c1)CCN3C(=O)CC2	-7	3	-14	-1	3	5	2.0	0	5
Cc1c(Br)c(O)c(Br)c2sc(=O)oc12	2	0	6	2	3	-8	-0.3	-7	9
COc1cccc(C2NC(=O)NC(C)=C2C(=O)OCC2CCCO2)c1 (stereo unspecified)	1	1	-5	-4	-14	3	2.6	-6	0
Cc1cc(=O)oc2cc(OS(C)(=O)=O)ccc12	6	1	5	18	3	-5	-0.2	-10	-2
O=C(NC1CCCCC1)N1CCCC1	5	0	15	5	-1	4	0.6	-1	1
CC1CCN(c2oc(-c3ccccc3F)nc2C#N)CC1	-9	0	8	-6	-7	-5	-0.4	-5	-5
Cc1cc(/C=C2/SC(=O)N(CC(=O)N3CCCC3)C2=O)c(C)n1C	-3	-1	10	-4	-2	14	0.0	8	-2
Cc1ccc(CNC(=O)C2CCCN(c3nn4c(=O)cc(C)nc4s3)C2)cc1 (stereo unspecified)	6	1	7	-4	-8	2	-0.8	-8	-3
COc1ccc(NC(=O)Nc2ccc(C(C)C)cc2)cc1	-7	2	-2	-9	-2	5	0.8	10	0
Nc1nnc(SCCCOc2ccc(F)cc2)s1	-6	1	12	0	3	1	1.9	-1	2
CCCCN1C(=O)C(=O)N(CC(=O)N2N=C3/C(=C/c4ccco4)CCCC3C2c2ccco2)C1=O (stereo unspecified)	-9	0	4	-2	-12	10	-0.4	2	-4
CC(C)C[C@H](NC(=O)N1CCn2c1nc1ccccc12)C(=O)NCc1ccccc1	1	2	21	-6	-13	9	-0.2	-13	-5
COc1cc(CN2CC(C)CC(C)C2)cc([N+](=O)[O-])c1O (stereo unspecified)	-9	0	0	-7	-3	5	0.2	0	1
Cc1ccn2c(Nc3ccccc3C)c(-c3ccccn3)nc2c1	-4	-1	25	-21	-20	3	0.2	-1	-12
Cc1ccc(S(=O)(=O)N(C)C)cc1N	-4	1	-14	1	3	-6	0.4	-7	2
CC1CC1C(=O)OCC(=O)Nc1cccc(F)c1 (stereo unspecified)	-3	1	18	6	-5	-5	-0.2	-3	1
Oc1ccc(Cl)cc1C1=Nc2ccccc2N=C(c2ccco2)C1	-6	1	-15	5	-7	-3	-0.1	-10	0
Cc1ccc(Nc2nnc(-c3ccc4c(c3)OCO4)o2)c(C)c1	4	0	17	8	-22	2	0.8	-2	-1
Cc1nnc(NC(=O)C(C)Sc2nnc(-c3ccco3)n2C)s1 (stereo unspecified)	-2	2	10	-2	-16	10	1.3	10	0
CC(=O)Oc1cc2c(C(=O)NCc3ccncc3)c(C)oc2c2ccccc12	-1	12	14	-3	-12	-3	3.8	-17	7
Cc1c(C(=O)O/N=C(\N)c2ccccn2)cccc1[N+](=O)[O-]	-3	3	23	5	-23	6	2.1	3	-2
CC1CCCC(NC(=O)COC(=O)[C@@H](NC(=O)c2ccco2)C(C)C)C1C (stereo partly specified)	2	1	19	-3	-8	4	0.4	7	-3
COc1ccc(OC)c(NC(=O)CSc2nc3[nH]c(=O)cc(O)c3s2)c1	0	0	-17	0	16	4	-0.2	6	2
COC(=O)c1ccc2nc(-c3cccc(Br)c3)c(Cc3ccccc3OC)n2c1	0	-1	-4	6	-19	-4	0.2	-10	2
CCCCCC(=O)Nc1ccc(-c2cn3cccnc3n2)cc1	-1	1	13	3	-18	2	0.8	-1	1
Cc1ccccc1S(=O)(=O)NC(=NCc1ccc(F)cc1)c1ccccc1	1	2	9	0	-8	12	0.3	0	1
CCN1C(=S)SC(=O)C1=C1C=C(C)OC(C)=C1	-3	1	23	6	-10	4	0.7	5	-3
CN(Cc1cccc(Cl)c1)C(=O)C1CSC2(C)CCC(=O)N12 (stereo unspecified)	-1	3	15	14	-11	3	2.4	-8	-2
CC(=O)N1CCC(Nc2ccc(C)cc2)CC1	1	0	16	-1	-1	2	0.3	11	-1
CCNc1nc(NCC)n2c(SCc3ccc(F)cc3)nnc2n1	4	0	11	9	-9	5	-0.1	-3	-7
Cc1cc(C)n(-c2ccc(NC(=O)C3CCCCN3Cc3cccc4c3OCO4)cc2)n1 (stereo unspecified)	-7	4	-20	-2	6	-1	2.1	-7	-4
CCCCCCC(=O)NNC(=O)c1c(O)c2ccccc2n(CC)c1=O	-3	1	-17	0	22	-2	-0.3	-5	-3
O=C(NC1CCSC1=O)c1cccc(Cl)c1 (stereo unspecified)	-3	0	6	5	-3	-1	-0.1	-5	1
Cc1ccc(-c2cc(C(=O)NCc3ccco3)no2)cc1	-6	0	3	-8	-19	-1	-0.3	-20	0
Cc1c(Br)cccc1NC(=O)c1sccc1-n1cccc1	-2	-2	8	-4	6	5	-0.6	6	-5
COC(=O)C(C)Sc1nc2c(cnn2-c2ccccc2)c(=O)[nH]1 (stereo unspecified)	5	1	18	-3	-20	1	1.2	1	2
O=C(C1=C(O)C(=O)N(CCN2CCOCC2)C1c1ccncc1)c1ccco1 (stereo unspecified)	0	0	13	9	-9	4	1.2	-9	1
O=C(CCNC(=O)C1CCN(S(=O)(=O)c2ccc(F)cc2)CC1)Nc1nccs1	-1	5	4	-4	4	12	1.5	1	-1
COC(=O)c1cc(NC(=O)CN(C)C2CCS(=O)(=O)C2)cc(C(=O)OC)c1 (stereo unspecified)	3	0	-24	6	12	11	-0.4	-10	4
Cc1ccc(NC(=O)CC2NCCN(Cc3ccccc3)C2=O)cc1 (stereo unspecified)	1	2	11	-5	-6	1	1.9	3	1

(continued)
SMILES	M5 PAM	M4 ag	CHO-K1 Ca PAM	M4 PAM	CHO-K1 Ca antag	CHRM5 antagonist	CHO-K1 Ca ag	CHRM4 antagonist	CHRM5 agonist
COc1ccccc1N1CCN(CCCCOc2c(OC)cccc2OC)CC1	-4	4	13	-3	4	1	0.5	-9	-8
Cc1ccc2[nH]c(=O)c(CN(Cc3cccs3)C(=S)NCc3ccco3)cc2c1	-9	3	19	-7	2	7	3.2	4	-3
CC(=O)Nc1cccc(C(=O)NCC2(N3CCCCC3)CCCCC2)c1	-9	0	7	-12	-10	10	0.5	6	-19
C#CC1(NC(=O)NC(C)C)CCCCC1	11	0	14	8	-4	-14	-0.3	-4	1
COc1cc(C#N)c(NS(=O)(=O)c2ccc3[nH]c(=O)sc3c2)cc1OC	10	0	11	6	-12	-15	1.2	-1	0
CCCCn1nc2cc(C(=O)NCc3ccc(OC)cc3)ccc2c1OCC	-1	-2	5	13	-2	16	-1.2	-6	-6
COc1cc(C(=O)OCC(=O)N(CC(C)C)C2CCS(=O)(=O)C2)cc(OC)c1C (stereo unspecified)	10	1	22	4	-9	-1	-0.1	-14	1
O=C(N1CCOCC1)N(Cc1ccco1)CC1CCCO1 (stereo unspecified)	-5	1	16	7	-11	-7	0.3	0	-3
COC(=O)CCC/C=C1/SCC(NC(=O)c2ccccc2)/C1=N/O (stereo unspecified)	3	2	-6	10	5	-3	-0.1	-12	2
COc1ccc(NS(=O)(=O)c2ccc(-c3coc(C)n3)cc2)cc1	3	10	9	5	-11	-5	6.2	0	5
Cc1cnc(C(=O)NC(Cc2ccccc2)c2ccccc2)cn1 (stereo unspecified)	5	1	28	1	-17	-2	1.5	14	-4
CC(C)n1nc(C(=O)Oc2ccc(Cl)cc2)c2ccccc2c1=O	3	0	1	-1	-4	-2	-0.1	1	0
N#C/C(=C/c1ccc2c(c1)OCO2)C(=O)NCCc1c[nH]c2ccccc12	-12	16	12	-19	-5	15	11	19	0
C=CCNC(=O)c1onc(CSc2cccc(Cl)c2)c1C(=O)O	6	0	-3	7	-6	7	-0.1	-9	2
CC(C)n1c(SCC(=O)N2CCCCC2)nc2c1c(=O)n(C)c(=O)n2C	3	2	5	9	-8	9	0.6	-2	-1
O=C(O)CCC(=O)NNc1ccccc1[N+](=O)[O-]	-5	1	24	0	-12	4	0.8	-3	0
O=C(Cn1cccn1)N1CCCC(Nc2ccc(F)c(F)c2)C1 (stereo unspecified)	7	1	-8	-1	3	-22	0.4	-9	-5
COc1ccc(NC(=S)N/N=C/c2cccn2Cc2ccccc2F)cc1	1	1	10	2	-18	-2	0.3	16	-3
COC(=O)CSc1nnc(COc2ccc3ccccc3c2)o1	-5	11	8	-2	1	11	2.6	2	-4
CC(=O)c1sc(NC(=O)CCNC(=O)c2ccco2)nc1-c1ccccc1	-6	5	13	-6	5	17	2.9	5	-1
Cc1ccc(C(=O)NC2CCCCCCC2)cc1S(=O)(=O)N1CCOCC1	0	3	-7	-3	-9	0	2.0	-2	-3
COc1cccc(NC(=O)C2C3CCC4C(CCC32)C4(Cl)Cl)c1 (stereo unspecified)	-4	0	17	-14	-3	-3	1.4	10	-2
CN1CCN(c2ccc(NC(=O)COc3ccc(Cl)cc3Cl)cc2)CC1	-13	6	20	-5	-5	8	1.8	9	-6
COC(=O)CCC(=O)OC1(C)C(=O)C=C2C=C(C3CC3)N(CCCOC(C)C)C=C2C1=O (stereo unspecified)	14	2	6	10	-6	0	0.2	-3	2
